# UPR CHOP act – activators of apoptotic arm of unfolded protein response (CHOP) | actives 0.34% (n = 330,000) | activation, % at 10 µM | CHO-CHOP luciferase reporter, UPR activation, luminescence; percent of tunicamycin response over DMSO baseline | AID 449763;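 active means at 10 µM dose, activation of 40% or more, normalized to positive control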;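 further: 100% = tunicamycin at 10 µg/mL and 0% = DMSO alone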
#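 System: CHO-CHOP luciferase reporter cell line | Buffer or medium: F12 medium containing 10% fetal bovine serum | Doses: One dose, 10 µM in 0.5% DMSO | Times: 6 h compound exposure at 37 °C after overnight seeding | Signal: Luciferase luminescence | Read-out: % activation vs tunicamycin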
# 697 NFkB inh – inhibitors of the PMA/ionomycin-induced NF-kB reporter in 697 B cells. 697 B-cell NF-kB luciferase reporter, 16 h. inhibition, % at 4 µM. actives 0.33% (n = 330,000). AID 435022; in the data active means inhibition above about 35%
# Jurkat NFkB inh – inhibitors of the PMA/ionomycin-induced NF-kB reporter in Jurkat cells. actives 0.53% (n = 330,000). inhibition, % at 4 µM. AID 435003. PMA/ionomycin-induced NF-kB luciferase reporter, luminescence; in the data active means inhibition above about 50%
# CXCR6 block – CXCR6 (human) receptor inhibition | CHO-K1 PathHunter CXCR6 beta-arrestin, luminescence | inhibition, % at 20 µM | actives 0.36% (n = 360,000); in the data active means inhibition above about 34%, passing the limit was not always enough;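 further: antagonist mode with CXCL16 agonist at 10 nM final; 0% = 10 nM CXCL16 with DMSO and 100% = unstimulated wells without agonist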
# Mdm2-MdmX inh – disrupts the human Mdm2-MdmX interaction; actives 3% (n = 330,000); inhibition, % at 8 µM; O15151+Q00987; SaOS-2 split-luciferase Mdm2/MdmX complementation, luminescence;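 active means inhibition of at least 50% at 8 µM in the primary screen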
# Target sequence (O15151 whole entry, looked up): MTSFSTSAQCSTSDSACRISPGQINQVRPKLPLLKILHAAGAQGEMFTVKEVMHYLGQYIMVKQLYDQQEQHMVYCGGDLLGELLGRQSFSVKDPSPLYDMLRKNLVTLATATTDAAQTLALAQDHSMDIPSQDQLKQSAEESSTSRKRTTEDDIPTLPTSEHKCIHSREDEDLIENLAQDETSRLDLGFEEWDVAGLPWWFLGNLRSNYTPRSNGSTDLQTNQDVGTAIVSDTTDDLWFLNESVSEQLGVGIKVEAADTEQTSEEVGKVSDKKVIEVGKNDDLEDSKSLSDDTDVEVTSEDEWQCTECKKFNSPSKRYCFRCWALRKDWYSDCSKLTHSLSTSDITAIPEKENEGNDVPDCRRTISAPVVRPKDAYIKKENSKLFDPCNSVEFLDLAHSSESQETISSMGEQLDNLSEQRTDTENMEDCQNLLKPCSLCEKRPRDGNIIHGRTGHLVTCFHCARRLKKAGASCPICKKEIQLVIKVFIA
# Target sequence (Q00987 whole entry, looked up): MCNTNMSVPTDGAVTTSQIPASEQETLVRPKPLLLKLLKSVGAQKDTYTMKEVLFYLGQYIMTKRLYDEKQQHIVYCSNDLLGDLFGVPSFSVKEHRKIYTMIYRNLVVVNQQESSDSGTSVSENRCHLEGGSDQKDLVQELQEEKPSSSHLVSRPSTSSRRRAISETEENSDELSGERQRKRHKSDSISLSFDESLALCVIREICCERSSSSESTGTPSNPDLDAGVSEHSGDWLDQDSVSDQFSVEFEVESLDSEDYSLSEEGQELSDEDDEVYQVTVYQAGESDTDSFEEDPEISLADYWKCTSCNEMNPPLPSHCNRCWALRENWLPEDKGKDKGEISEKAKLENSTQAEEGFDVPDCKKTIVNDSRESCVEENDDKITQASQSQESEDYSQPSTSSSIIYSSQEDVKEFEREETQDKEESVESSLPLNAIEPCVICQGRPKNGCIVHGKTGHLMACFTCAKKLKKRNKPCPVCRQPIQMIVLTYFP
# EBI2 antag – EBI2 (human) antagonism; P32249; EBI2 beta-arrestin recruitment, luminescence, 7a,25-OHC stimulated; inhibition, % at 5 µM; actives 0.81% (n = 360,000); AID 651636; in the data active means inhibition above about 38%;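 further: enzyme fragment complementation signal reports receptor beta-arrestin coupling in cells; 0% = agonist plus DMSO wells and 100% = wells without agonist; some results beyond the cut were filed as inactive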
# XBP1 UPR activ – adaptive UPR (XBP1) activation; actives 0.33% (n = 330,000); AID 463104; activation, % at 20 µM; CHO-XBP1 luciferase reporter, IRE1-XBP1 UPR activation, luminescence; percent of tunicamycin response, DMSO as zero;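 active means versus positive control, 20 µM dose yields 30% or more activation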;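 further: 100% = tunicamycin at 10 µg/mL and 0% = DMSO only wells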
#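 Material: CHO cell line with stable XBP1 luciferase reporter; buffer or medium: F12 medium containing 10% fetal bovine serum; compound: single point, 20 µM final compound, 1% DMSO; incubation: 6 h treatment, 37 °C; measured by: glow luminescence from Steady-Glo reagent; evaluation: activation, % of tunicamycin; control set: tunicamycin high, DMSO low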
# CCR6 antag – antagonists of human CCR6 receptor; P51684; CHO-K1 CCR6 PathHunter beta-arrestin, luminescence, CCL20-stimulated; inhibition, % at 20 µM; actives 0.49% (n = 340,000); AID 493098;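 active means compounds whose inhibition of the agonist-driven luminescence signal at 20 µM reaches about 50%, limit read from the data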;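 further: cells stimulated with CCL20 at 14 nM final; plate controls were DMSO with CCL20 for no effect and DMSO without agonist for full effect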
# Gli-Sufu block – blocks Gli-Sufu signaling in a luciferase reporter; Sufu-KO-LIGHT fibroblasts, Gli luciferase reporter luminescence; inhibition, % at 5 µM; actives 0.74% (n = 340,000); AID 588413;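 active means inhibition above about 55%, limit read from the data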;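 further: 0% = DMSO-treated cells and 100% = wells with medium but no cells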
# An asterisk follows results filed as active; . = no result given. Random draw from the library. Share with any hit: about 5%.
SMILES,UPR CHOP act,697 NFkB inh,Jurkat NFkB inh,CXCR6 block,Mdm2-MdmX inh,EBI2 antag,XBP1 UPR activ,CCR6 antag,Gli-Sufu block
CN1N=C2c3ccccc3CCC2C1c1ccc(F)cc1 (stereo unspecified),3.9,-142,-71,-9,17,5,0,21,-25
CCC(C)c1ccc(OCC(=O)O)cc1 (stereo unspecified),0.5,5,-16,-2,-1,0,0,1,1
O=C(CSc1n[nH]c(-c2cccs2)n1)N1CCCc2ccccc21,-1.6,-18,-8,-2,-24,-11,0,-14,2
O=C(Cc1ccc(F)cc1)Nc1nnc(SCC(=O)N2CCCCC2)s1,-0.3,9,8,8,0,12,-1,1,6
Cn1nccc1C(=O)Nc1nnc(C2CC2)s1,-0.1,0,-23,-2,6,0,-5,-3,-6
C/C(=N\OCc1nc2ccccc2c(=O)n1/N=C/c1cc(C)cc([N+](=O)[O-])c1O)c1ccccc1,-2.5,5,-11,-4,45,-6,0,12,2
O=C1C(=Nc2cccc(Cl)c2)CC(c2ccc(Cl)cc2)N1c1cccc(Cl)c1 (stereo unspecified),.,.,.,-2,.,8,.,18,11
COCC(C)NC(=O)COCc1cc(-c2ccc3c(c2)OCO3)on1 (stereo unspecified),1.7,6,11,-3,-13,-1,-3,7,2
COc1ccccc1C(=O)NCC(=O)NNC(=O)C1COc2ccccc2O1 (stereo unspecified),0.5,-12,4,-1,-10,-7,-2,13,-2
CNC(=O)c1c(C)[nH]c(=S)c(C#N)c1-c1ccco1,1.9,23,9,-15,6,-6,-1,5,3
CC(C)C(NC(=O)c1ccccc1)C(=O)NCC(c1ccccc1)N(C)C (stereo unspecified),-2.3,12,-6,-1,10,7,-3,20,-14
Cc1cc(NC(=O)c2cc(-c3ccccc3Cl)nc3ccccc23)no1,1.9,-21,-14,-8,-2,15,4,22,-14
COc1ccc(C(=O)Nc2ccccc2-c2ccccc2)cc1Cl,-1.6,-3,-9,-3,-7,3,-1,7,26
N/C(=N\S(=O)(=O)c1ccc(Cl)cc1)N1CCOCC1,1.8,11,9,-6,-12,-3,-3,6,6
COc1ccc(OC)c(S(=O)(=O)n2nc(C)cc2C)c1,1.4,-28,-5,3,7,-8,-1,3,1
CCOC(=O)c1ccc(N2C(=O)CC(N3CCN(C(=O)c4ccco4)CC3)C2=O)cc1 (stereo unspecified),-0.5,-4,-3,-6,-20,-5,0,16,-3
CC1(C)C=C(c2ccc(O)cc2)CC(C)(C)N1,-0.1,-22,4,-2,-31,3,2,-10,-3
COc1ccc(OCC(=O)N/N=C(\C)c2ccc(-n3ccnc3)cc2)cc1,2.0,5,-13,-3,12,-7,0,-18,0
O=C(NCc1ccccn1)C1CCCN(S(=O)(=O)c2cccc3nsnc23)C1 (stereo unspecified),-1.6,17,2,-1,10,-5,-3,1,5
CCc1ccc(NC(=O)C(C)OC(=O)C2CCN(c3ccc(C(F)(F)F)cn3)CC2)cc1 (stereo unspecified),-0.8,-15,-5,-8,5,-13,-2,-1,-4
CCC(=O)N(Cc1ccco1)Cc1cc2cccc(C)c2n2nnnc12,1.2,-1,0,7,28,0,2,23,4
O=C1CSC(=S)N1c1ccc(O)cc1,-0.4,-24,8,4,27,5,-8,5,42
CC(C(=O)N1CCc2ccccc2C1)N(c1ccccc1)S(C)(=O)=O (stereo unspecified),2.8,0,7,8,-1,-5,-4,4,8
C/C(=N\NC(=O)c1ccccc1)c1ccc(-n2ccnc2)cc1,1.0,0,-12,-13,-15,2,3,9,-1
CC1=C(C(=O)Nc2ccccc2)C(c2cc(CN3CCOCC3)cs2)C2=C(CCCC2=O)N1 (stereo unspecified),0.8,24,2,7,10,7,0,-11,-11
COc1ccc(OC)c(CNC(=O)C2CCN(S(=O)(=O)N3CCCCC3)CC2)c1,-1.6,17,-7,6,25,-12,-5,2,2
CCCc1[nH]n(-c2ccc(F)cc2)c(=O)c1C=NCC1CCCO1 (stereo unspecified),0.8,-1,-4,-9,15,3,0,12,2
COc1cc(CC(=O)OCC(=O)Nc2ccc(N3CCOCC3)cc2)cc(OC)c1OC,-0.8,12,4,-5,10,-2,-4,0,18
C/C1=C\CCC2C(/C=C(\C)CC1)OC(=O)C2CN1CCCCC1 (stereo unspecified),3.8,-6,27,3,60*,1,0,-11,4
COc1ccc(NC(=O)c2ccc3[nH]c(C)c(C)c3c2)cc1,1.9,-10,-38,2,-10,13,-4,8,-35
CCN(C(=O)COC(=O)c1ccc(F)c(S(=O)(=O)N2CCOCC2)c1)C1CCS(=O)(=O)C1 (stereo unspecified),-1.0,18,11,1,2,-4,-2,15,0
COc1ccc(NC(=O)COC(=O)CC2CCCC2)cc1Cl,2.1,31,13,1,-16,-3,-4,9,-13
O=C(NCc1ccncc1)c1cccc(S(=O)(=O)Nc2ccc(F)cc2)c1,-1.3,-5,5,-6,20,-7,0,10,13
CC(C)(C)OC(=O)NCCC(=O)Oc1ccc2ccc(=O)oc2c1,1.1,5,-8,0,23,-5,-1,-2,-13
COc1ccc(-n2nnnc2SCc2nc(N)nc(N3CCOCC3)n2)cc1,-3.9,-11,-5,2,7,5,4,19,19
S=C(NCC1CCCO1)Nc1ccc(Cl)cc1Cl (stereo unspecified),5.5,-2,-12,-4,-15,-9,-2,-2,-31
CC(=O)c1c(C)n(-c2ccc(C)cc2C)c2ccc(O)cc12,-1.1,-7,5,-3,37,18,-3,27,4
CCCCOC(=O)c1ccc(NC(=O)c2c(N)n(C)c(=O)[nH]c2=O)cc1,-1.9,-39,-33,.,-12,.,3,17,-5
COC(=O)C1=CN(c2ccc(OC)cc2)C=C(C(=O)OC)C1c1ccc(C)c([N+](=O)[O-])c1,0.5,-18,3,7,27,12,-3,28,15
CN1CCN(S(=O)(=O)c2ccc(NC(=O)COc3ccccc3Cl)cc2)CC1,-0.2,10,16,2,0,6,-3,20,12
CCOC(=O)N1CCC(N2CCN(S(=O)(=O)c3ccc(NC(C)=O)cc3)CC2)CC1,-0.8,-46,-1,1,-3,-4,-3,7,-2
Cc1nc2ccc(S(=O)(=O)NCC(=O)NCCc3ccc(Cl)cc3)cc2s1,-1.1,-11,8,-4,0,-8,-2,1,-5
Cn1ccnc1SCC(=O)Nc1sccc1C#N,0.7,10,9,-2,-2,-7,-2,-2,-7
COC(=O)C1=C(CS(=O)(=O)c2ccccc2)NC(=O)NC1c1ccc(O)cc1 (stereo unspecified),-1.6,-3,9,7,14,6,-2,11,-19
CCc1nnc(NC(=O)CN2C(=O)NC3(CCCC3)C2=O)s1,0.1,9,8,2,4,-11,-1,3,-8
COc1cc(NC(=O)c2ccco2)c(OC)cc1NC(=O)Nc1cccc(Cl)c1,0.2,-18,-7,-4,-1,8,-2,-8,17
CCC/C(=N\NC(=O)c1ccco1)c1ccc(Cl)s1,0.2,-7,12,3,27,0,-3,0,5
Cc1cc(=O)[nH]c(N/N=C/C(C)c2ccccc2)n1 (stereo unspecified),2.1,21,-6,-6,-3,-2,2,2,5
C[C@H](CO)N1C[C@H](C)[C@@H](CN(C)C(=O)Nc2ccc3c(c2)OCO3)Oc2ccc(NC(=O)NC3CCCCC3)cc2C1=O,1.4,9,1,-4,17,3,-3,-7,-10
CC(C)(C)OC(=O)N1CCC[C@H]1c1nnc(SCc2ccc(Cl)cc2Cl)o1,-0.5,17,-17,4,7,33,-7,13,6
CCOc1ccc(C(=O)CCC(=O)N2CCC(C(=O)OC)CC2)cc1,-2.4,7,7,1,-4,-1,-4,5,1
Cc1ccccc1NC(=O)NCCc1ccc(Cl)cc1,1.0,-7,8,4,20,6,0,17,-8
Fc1ccc(-n2nnc(-c3cnc4ccccc4c3)n2)cc1,-6.9,-155,-46,2,5,7,-8,5,-33
COC(=O)c1ccccc1NC(=O)CSCC(=O)Nc1ccccc1,-1.3,1,-4,-3,12,4,0,11,3
NS(=O)(=O)c1ccc(CNC(=O)CNC(=O)c2ccc(Br)o2)cc1,1.8,9,2,-2,-6,-5,0,-8,11
COc1cccc(/C=C/C(=O)NCCc2ccc3c(c2)OCCO3)c1,2.0,8,9,1,-11,7,-4,14,-2
COc1cccc(C2c3c(oc4ccccc4c3=O)C(=O)N2c2ccccn2)c1 (stereo unspecified),0.5,3,-15,-10,-5,10,3,9,-3

# 13 entries from above, with bars between the fields.
Structure | UPR CHOP act | 697 NFkB inh | Jurkat NFkB inh | CXCR6 block | Mdm2-MdmX inh | EBI2 antag | XBP1 UPR activ | CCR6 antag | Gli-Sufu block
COC(=O)C1=C(CS(=O)(=O)c2ccccc2)NC(=O)NC1c1ccc(O)cc1 (stereo unspecified) | -1.6 | -3 | 9 | 7 | 14 | 6 | -2 | 11 | -19
CCc1nnc(NC(=O)CN2C(=O)NC3(CCCC3)C2=O)s1 | 0.1 | 9 | 8 | 2 | 4 | -11 | -1 | 3 | -8
COc1cc(NC(=O)c2ccco2)c(OC)cc1NC(=O)Nc1cccc(Cl)c1 | 0.2 | -18 | -7 | -4 | -1 | 8 | -2 | -8 | 17
CCC/C(=N\NC(=O)c1ccco1)c1ccc(Cl)s1 | 0.2 | -7 | 12 | 3 | 27 | 0 | -3 | 0 | 5
Cc1cc(=O)[nH]c(N/N=C/C(C)c2ccccc2)n1 (stereo unspecified) | 2.1 | 21 | -6 | -6 | -3 | -2 | 2 | 2 | 5
C[C@H](CO)N1C[C@H](C)[C@@H](CN(C)C(=O)Nc2ccc3c(c2)OCO3)Oc2ccc(NC(=O)NC3CCCCC3)cc2C1=O | 1.4 | 9 | 1 | -4 | 17 | 3 | -3 | -7 | -10
CC(C)(C)OC(=O)N1CCC[C@H]1c1nnc(SCc2ccc(Cl)cc2Cl)o1 | -0.5 | 17 | -17 | 4 | 7 | 33 | -7 | 13 | 6
CCOc1ccc(C(=O)CCC(=O)N2CCC(C(=O)OC)CC2)cc1 | -2.4 | 7 | 7 | 1 | -4 | -1 | -4 | 5 | 1
Cc1ccccc1NC(=O)NCCc1ccc(Cl)cc1 | 1.0 | -7 | 8 | 4 | 20 | 6 | 0 | 17 | -8
Fc1ccc(-n2nnc(-c3cnc4ccccc4c3)n2)cc1 | -6.9 | -155 | -46 | 2 | 5 | 7 | -8 | 5 | -33
COC(=O)c1ccccc1NC(=O)CSCC(=O)Nc1ccccc1 | -1.3 | 1 | -4 | -3 | 12 | 4 | 0 | 11 | 3
NS(=O)(=O)c1ccc(CNC(=O)CNC(=O)c2ccc(Br)o2)cc1 | 1.8 | 9 | 2 | -2 | -6 | -5 | 0 | -8 | 11
COc1cccc(/C=C/C(=O)NCCc2ccc3c(c2)OCCO3)c1 | 2.0 | 8 | 9 | 1 | -11 | 7 | -4 | 14 | -2
